High-throughput results: PubChem BioAssay, several laboratories
HTR5A ag ctr: HTR5A agonists in luminescence cell assay, primary screen, counter-screen for OPRM1-OPRD1 heterodimer agonist project, full-deck HTS; AID 504692, 2011; hit rate 0.61% among 340,000; activation, % at 9.3 µM; cell-based; in the data active means activation mostly above about 9.5%, no sharp cut-off; inactive means mostly below about 7.6%;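 further: 0% = cells with vehicle only and 100% = reference agonist; strong numbers were not always called active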
SR-BI HDL uptake: inhibitors of SR-BI mediated HDL lipid uptake, primary screen, ldlA[mSR-BI] cells, fluorescence, single point | Scavenger receptor class B member 1 (Mus musculus), Q61009 | ldlA[mSR-BI] CHO cells, DiI-HDL uptake fluorescence, 3 h | inhibition, % at 12.5 µM | hit rate 0.96% among 320,000 | AID 488896, 2010;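 active means mean replicate inhibition of at least 70% and a set share of replicates each scoring 70 or more; inconclusive means meets just one of the two criteria; inactive means fails both criteria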;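 further: 0% = median of neutral control wells and 100% = median of positive control wells; values of inactives mirror those of a sister screen read the other way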
Target sequence (Q61009 whole entry, looked up): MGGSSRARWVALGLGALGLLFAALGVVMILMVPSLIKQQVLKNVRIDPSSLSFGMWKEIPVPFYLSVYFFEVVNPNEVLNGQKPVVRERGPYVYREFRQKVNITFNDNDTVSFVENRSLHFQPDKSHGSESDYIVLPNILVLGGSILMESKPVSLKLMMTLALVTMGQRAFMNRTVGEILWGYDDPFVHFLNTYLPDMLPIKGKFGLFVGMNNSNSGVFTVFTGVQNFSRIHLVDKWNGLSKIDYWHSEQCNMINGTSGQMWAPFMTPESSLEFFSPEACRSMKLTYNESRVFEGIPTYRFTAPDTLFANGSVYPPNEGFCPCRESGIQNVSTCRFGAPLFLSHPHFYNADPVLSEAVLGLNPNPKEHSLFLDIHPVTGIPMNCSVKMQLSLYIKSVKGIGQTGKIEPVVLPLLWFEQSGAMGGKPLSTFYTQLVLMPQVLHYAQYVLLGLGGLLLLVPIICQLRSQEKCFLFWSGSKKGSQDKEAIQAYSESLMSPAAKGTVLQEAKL
dFosB act: activators of delta FosB homodimer, primary screen, biochemical, fluorescence polarization, TAMRA-CDK5 oligo, single point; Protein FosB (Mus musculus), P13346; purified delta FosB; percent of positive-control signal above neutral wells; activation, % at 25 µM; hit rate 0.99% among 340,000; AID 493131, 2011;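 active means mean activation above about 17%, with every replicate also reaching it, limit read from the data, passing the limit was not always enough; inconclusive means only one of the two conditions met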;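 further: fluorescence polarization rise as delta FosB binds a TAMRA Cdk5 AP-1 oligo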
Rtt109 HAT inh: inhibitors of C. albicans Rtt109/Vps75 HAT, primary screen, biochemical, ThioGlo CoA-SH fluorescence, plate reader | Histone acetyltransferase RTT109 (Candida albicans (strain SC5314 / ATCC MYA-2876)), … | purified Rtt109/Vps75, 4 h | inhibition, % at 34.9 µM | hit rate 0.16% among 330,000;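 active means inhibition of at least 50% in every replicate; inconclusive means best replicate reaches 50% inhibition but some replicates fall short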
Target sequence (Q5AAJ8 whole entry, looked up): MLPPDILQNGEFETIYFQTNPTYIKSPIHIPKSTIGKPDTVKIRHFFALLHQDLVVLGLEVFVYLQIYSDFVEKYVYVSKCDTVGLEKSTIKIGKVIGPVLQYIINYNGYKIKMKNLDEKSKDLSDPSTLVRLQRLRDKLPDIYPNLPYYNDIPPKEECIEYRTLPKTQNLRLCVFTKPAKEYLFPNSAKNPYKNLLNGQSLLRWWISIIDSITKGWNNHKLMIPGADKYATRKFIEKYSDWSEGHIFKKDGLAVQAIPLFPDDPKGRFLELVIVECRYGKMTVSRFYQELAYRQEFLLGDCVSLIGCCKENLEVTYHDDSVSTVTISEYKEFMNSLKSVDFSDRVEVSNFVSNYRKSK
Wnt act: Wnt/beta-catenin pathway activators, primary screen, cell-based, plate reader, single point; Wnt/beta-catenin reporter cell assay, activator; activation, % at 9.35 µM; hit rate 1.2% among 300,000; in the data active means activation above about 30%, passing the limit was not always enough; inconclusive means no clear call, values can overlap the other calls;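 further: 0% = neutral control wells and 100% = positive control wells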
RTF Ca sens act: cardiac RTF calcium sensitivity activators, primary screen, biochemical, IANBD-TnC fluorescence, EC20 calcium | IANBD-labeled TnC RTF fluorescence at EC20 calcium; 0% EC20 calcium, 100% full calcium | activation, % at 7.2 µM | hit rate 0.24% among 340,000;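 active means activation above the mean over all tested compounds plus 3 SD, cut at about 30% in these data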;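 further: rise in fluorescence read as greater calcium sensitivity of cardiac thin filaments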
PvdQ inh: P. aeruginosa PvdQ acylase inhibitors, primary screen, biochemical, fluorescence, plate reader and imaging, single point. PvdQ acylase [Pseudomonas aeruginosa LESB58]. purified PvdQ acylase. inhibition, % at 10 µM. hit rate 0.063% among 340,000. AID 488965, 2010; in the data active means inhibition above about 30%, passing the limit was not always enough; inconclusive means no clear call, values can overlap the other calls;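 further: 0% = vehicle neutral wells and 100% = reference inhibitor wells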
CDK5 inh: inhibitors of human CDK5/p35 kinase, primary screen, biochemical, single concentration; inhibition, % at 10 µM; Recombinant CDK5/p35, ADP-Glo luminescence, 60 min; hit rate 0.01% among 330,000;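 active means highest replicate inhibition of at least 50% and at least 75% of replicates reaching 50%; inconclusive means only one of the two criteria met; inactive means both criteria failed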;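 further: plate controls were DMSO neutral control for no effect and GW8510 at 10 µM for full effect; many of its hits are not listed in these tables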
SR-BI DiI-HDL act: activators of SR-BI mediated DiI-HDL uptake, primary screen, ldlA[mSR-BI] CHO cells, DiI fluorescence | activation, % at 12.5 µM | hit rate 0.096% among 320,000 | 3 h; 100 = double the neutral-control signal;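 active means mean replicate activation of at least 60% and every replicate at or above 60%; inconclusive means mean or all-replicate condition met, but not both; inactive means mean below 60% and not all replicates reaching 60%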;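 further: 0% = median plate neutral-control signal and 100% = twice that signal; values of inactives mirror those of a sister screen read the other way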
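Material: SR-BI-overexpressing, LDLR-lacking CHO cells | Dosing: Single compound concentration, delivered by pin transfer | Probe or stimulus: Labelled HDL, 10 µg/mL | Signal: Bottom-read cell fluorescence after medium removal, ex 550/em 595 nm | Schedule: 3 h, 37 °C | Evaluation: HDL uptake via cellular fluorescence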
MITF TRPM1 HTS: activators of MITF-driven TRPM1 promoter reporter, primary screen, cell-based, SK-MEL-5, luciferase, single point. SK-MEL-5 TRPM1-promoter luciferase, 24 h; % of positive control, neutral wells = 0. activation, % at 12.5 µM. hit rate 0.75% among 300,000. AID 588334, 2011;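 active means mean activation of at least 80% with every replicate also reaching 80%; inconclusive means mean reaches 80% but some replicate falls short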;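 further: 0% = neutral control wells and 100% = parthenolide positive control wells; values of inactives mirror those of a sister screen read the other way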
Numbers without * were called inactive; ? = inconclusive; nt = no result given.

1. O=c1[nH]c(=O)n(C2CCCO2)cc1Br (configuration not stated)
2. CCOc1ccccc1NC(=O)C(OC(=O)c1ccccc1O)c1ccccc1 (configuration not stated)
3. Cc1ccc(C(=O)NNC(=O)c2ccc(Br)s2)cc1S(=O)(=O)N1CCOCC1
4. c1ccc2cc3[nH]c(CN4CCCCC4)nc3cc2c1
5. COc1ccc(CCNC(=O)COC(=O)C23CC4CC(CC(C4)C2)C3)cc1
6. CC(C(=O)N1CCCc2ccccc21)N1CCN(c2ccccn2)CC1 (configuration not stated)
7. Cc1ccc(OCC(=O)Nc2ccc(N3CCCC3)cc2)cc1C
8. CCCCn1c(N)c(N(CCOC)C(=O)CSc2ccc([N+](=O)[O-])cc2)c(=O)[nH]c1=O
9. COc1ccc(NC(=O)NNC(=O)c2ccc(-c3ccccc3)cc2)cc1
10. COc1ccc(OCCOCCN2CCOCC2)cc1
Screen / compound no.	1	2	3	4	5	6	7	8	9	10
HTR5A ag ctr	-2	-4	0	-1	4	6	7	5	1	12
SR-BI HDL uptake	-24	10	2	nt	5	-33	?	-14	7	-27
dFosB act	3	1	13	2	-7	-8	10	-12	8	-2
Rtt109 HAT inh	-20	6	-8	-1	3	-14	10	-1	-5	3
Wnt act	-2	-3	0	15	-1	0	-10	0	-1	-2
RTF Ca sens act	-4	-7	3	-6	-2	2	0	-5	4	-5
PvdQ inh	-12	-8	-15	-10	1	-5	-3	-3	-11	-9
CDK5 inh	2.1	1.7	1.3	0.9	-0.9	0.5	-0.3	-0.2	-1.2	2.4
SR-BI DiI-HDL act	24	-10	-2	nt	-5	33	-71	14	-7	27
MITF TRPM1 HTS	0	-10	-13	nt	-2	-5	-3	-1	-2	4

11. CN(C)C(=O)c1coc2nc3ccccc3nc12
12. Nc1ccccc1Sc1cc(Cl)nnc1Cl
13. O=C(Nc1cc(C(F)(F)F)ccc1F)C1CCC1
14. O=C(CN1CCN(C(=O)CNC(=O)c2ccc3c(c2)OCO3)CC1)Nc1ccccc1Cl
15. Cc1[nH]c2ccc(C(=O)N3CCCCC3)cc2c1C
16. O=C(NCc1ccccc1)c1ccc[n+]([O-])c1
17. CN1C(C(=O)NCC2CC2)CC2Cn3c(nc4ccccc43)C21 (configuration not stated)
18. Cc1ccc(N(CCC(=O)O)S(=O)(=O)c2ccc(C)cc2)cc1
19. COCCNC(=S)N1CCC(NC(=O)C23CC4CC(CC(C4)C2)C3)CC1
20. COc1ccc(/C=C2/SC(=S)N(n3c(C)ccc3C)C2=O)cc1
Screen / compound no.	11	12	13	14	15	16	17	18	19	20
HTR5A ag ctr	-2	0	3	1	0	0	3	1	4	-2
SR-BI HDL uptake	-4	-14	17	-10	17	-23	2	8	-29	7
dFosB act	-8	-2	-3	0	-14	3	2	-5	-1	-13
Rtt109 HAT inh	-6	-1	2	5	0	-5	0	2	-21	3
Wnt act	3	3	nt	-2	12	1	-3	nt	-2	-1
RTF Ca sens act	10	-13	-2	5	8	3	-5	4	-6	2
PvdQ inh	-22	-14	-8	-15	-12	-14	-8	-19	-10	-8
CDK5 inh	-3.6	0.9	0.5	1.5	1.0	0.5	0.3	-0.3	-4.3	1.3
SR-BI DiI-HDL act	4	14	-17	10	-17	23	-2	-8	29	-7
MITF TRPM1 HTS	-8	-5	4	-2	80	-2	4	-1	3	2

21. COc1cc(/C=N/Nc2nc(Nc3ccccc3)nc(N3CCOCC3)n2)ccc1OC(=O)c1ccco1
22. N/C(=N\c1nc2c(c(=O)[nH]1)CCC2)Nc1ccccc1C(F)(F)F
23. COc1cc(OC)cc(-c2ncc3ccccn23)c1
24. O=C(CSc1nc2ccccc2c(=O)n1CCCN1CCOCC1)N1CCN(c2ccccc2)CC1
25. CSc1ncccc1C(=O)NCC(=O)Nc1ccc(F)c(F)c1
26. CC12CCC(=O)N1C(C(=O)OCC(=O)Nc1ccc(S(N)(=O)=O)cc1)CS2 (configuration not stated)
27. Cc1ccc(NC(=O)CSCC(=O)NCc2cccc(C(F)(F)F)c2)cc1
28. CC1=C(C(=O)OC2CCCC(C)C2)C(c2ccccc2)NC(=O)N1 (configuration not stated)
29. CCOc1ccccc1/C=N/Nc1ccc(Cl)nn1
30. CN(C(=O)COC(=O)c1cc2ccccc2cc1O)c1ccccc1
Screen / compound no.	21	22	23	24	25	26	27	28	29	30
HTR5A ag ctr	1	2	-10	8	-3	2	7	0	2	1
SR-BI HDL uptake	73*	10	35	-7	-5	-4	11	-25	44	33
dFosB act	54*	-4	-4	-8	-8	3	-6	-21	-4	-4
Rtt109 HAT inh	-1	13	2	23	-10	-11	-5	8	16	2
Wnt act	-6	1	nt	0	-2	1	-2	1	-3	2
RTF Ca sens act	-4	1	12	4	-3	-2	-2	3	-7	0
PvdQ inh	-9	16	-3	8	-2	-4	-1	-10	5	-6
CDK5 inh	-0.4	4.9	-6.4	0.3	-2.2	0.5	-0.6	-0.5	1.2	0.6
SR-BI DiI-HDL act	-73	-10	-35	7	5	4	-11	25	-44	-33
MITF TRPM1 HTS	63	-23	4	5	-9	-3	-11	nt	-5	24

Reprinted from the part before: 4 entries, then new ones.
27. Cc1ccc(NC(=O)CSCC(=O)NCc2cccc(C(F)(F)F)c2)cc1
28. CC1=C(C(=O)OC2CCCC(C)C2)C(c2ccccc2)NC(=O)N1 (configuration not stated)
29. CCOc1ccccc1/C=N/Nc1ccc(Cl)nn1
30. CN(C(=O)COC(=O)c1cc2ccccc2cc1O)c1ccccc1
31. ONC(=Nc1ccccc1Cl)c1c(F)cccc1F
32. CCc1ccc(C(=O)COC(=O)CNC(=O)c2ccco2)cc1
33. Cc1oc(-c2ccccc2)nc1C(=O)O
34. COc1ccccc1Oc1ncnc2c1cnn2-c1ccccc1
35. CN(C)/C=C(\C#N)C(=O)Nc1ccc(F)cc1
36. COc1ccc(N2C(=O)C3CCCN3C2c2ccc(F)cc2)cc1Cl (configuration not stated)
37. O=C1CNC(=S)N1Cc1ccccc1Cl
38. COc1ccc(-n2c(C)cc(C(=O)CN3C(=O)C(=O)N(Cc4ccccc4)C3=O)c2C)cc1
39. CCOC(=O)/C=C/C(=O)OCC(=O)Nc1cccc(Br)c1
40. CCN(Cc1cccs1)C(=O)CN1CCN(S(=O)(=O)c2ccc3c(c2)OCCCO3)CC1
Screen / compound no.	27	28	29	30	31	32	33	34	35	36	37	38	39	40
HTR5A ag ctr	7	0	2	1	-2	8	-4	0	-7	-2	-1	-1	4	2
SR-BI HDL uptake	11	-25	44	33	3	-9	-9	7	-24	0	-27	0	-7	6
dFosB act	-6	-21	-4	-4	-7	-3	2	2	-5	2	-1	-8	-12	-18
Rtt109 HAT inh	-5	8	16	2	8	2	-3	-15	13	-12	-49	-3	8	7
Wnt act	-2	1	-3	2	-2	0	-2	10	nt	0	2	-1	7	2
RTF Ca sens act	-2	3	-7	0	4	-1	-2	-5	0	1	5	3	6	-4
PvdQ inh	-1	-10	5	-6	5	-14	19	3	3	-4	-5	-7	10	2
CDK5 inh	-0.6	-0.5	1.2	0.6	0.1	-0.3	5.1	0.4	-0.9	1.1	-2.3	-0.6	2.0	0.0
SR-BI DiI-HDL act	-11	25	-44	-33	-3	9	9	-7	24	0	27	0	7	-6
MITF TRPM1 HTS	-11	nt	-5	24	-5	-3	2	91*	56	8	3	-14	-12	-10

In the list so far, these have a COOH group.
18. Cc1ccc(N(CCC(=O)O)S(=O)(=O)c2ccc(C)cc2)cc1
33. Cc1oc(-c2ccccc2)nc1C(=O)O
Screen / compound no.	18	33
HTR5A ag ctr	1	-4
SR-BI HDL uptake	8	-9
dFosB act	-5	2
Rtt109 HAT inh	2	-3
Wnt act	nt	-2
RTF Ca sens act	4	-2
PvdQ inh	-19	19
CDK5 inh	-0.3	5.1
SR-BI DiI-HDL act	-8	9
MITF TRPM1 HTS	-1	2

The listing continues:
41. C/C(=N\Nc1nc(C)cc(-c2ccccc2)n1)c1ccccc1
42. C/C(=N\Nc1ccc(S(N)(=O)=O)cc1[N+](=O)[O-])c1ccccc1O
43. CCN(CC)S(=O)(=O)c1ccc(OC)c(NC(=O)/C=C/c2ccco2)c1
44. COC(=O)C(NC(=O)c1ccco1)(Nc1cc(C)ccn1)C(F)(F)F (configuration not stated)
45. CC(C)Oc1ccc(C(=O)N(CN2CCCC2=O)c2ccc(F)cc2)cc1
46. CC1(c2nnc(Cc3ccccc3)o2)CC(c2cccc(Cl)c2)=NO1 (configuration not stated)
47. O=C(Nc1ccc(CN2CCS(=O)(=O)CC2)cc1)c1ccccc1
48. Cc1cc(C(=O)NN=C(Cc2ccccc2)Cc2ccccc2)c(C)o1
49. CCOc1ccc2nc(NC(=O)C3=NNC(=O)CC3)sc2c1
50. Nc1c(NC2CCCCC2)c2ccccc2oc1=O
Screen / compound no.	41	42	43	44	45	46	47	48	49	50
HTR5A ag ctr	-3	4	1	2	0	4	0	2	6	2
SR-BI HDL uptake	41	36	23	-22	18	-13	8	13	7	16
dFosB act	0	0	-13	1	-7	-2	-2	-6	-1	-2
Rtt109 HAT inh	-3	-7	6	3	17	-10	-3	42	-5	4
Wnt act	0	0	1	-5	-5	1	-3	-1	22	nt
RTF Ca sens act	11	9	0	1	1	-1	0	-2	0	-7
PvdQ inh	-11	3	-8	3	-21	-9	-9	2	-5	-1
CDK5 inh	0.9	0.2	2.0	1.3	-2.8	1.9	-2.8	-0.1	0.3	2.1
SR-BI DiI-HDL act	-41	-36	-23	22	-18	13	-8	-13	-7	-16
MITF TRPM1 HTS	nt	-3	-3	nt	nt	-1	-6	16	39	-7

51. Nc1cc(Cl)ccc1C(=O)OCC(=O)NC1CCCCCCC1
52. Cc1nc([N+](=O)[O-])c(SCC(N)=O)n1Cc1ccccc1
53. COc1ccc(-c2cc(C3CCN(c4ccc(C(C)=O)cc4[N+](=O)[O-])CC3)[nH]n2)cc1
54. CSc1ccc(OCC(=O)Nc2ccc(N3CCOCC3)c(Cl)c2)cc1
Screen / compound no.	51	52	53	54
HTR5A ag ctr	5	2	7	1
SR-BI HDL uptake	-10	-11	47	1
dFosB act	-3	6	-8	0
Rtt109 HAT inh	2	2	-4	-22
Wnt act	5	-2	3	3
RTF Ca sens act	0	-6	-3	-1
PvdQ inh	-5	-10	-6	-12
CDK5 inh	0.6	-1.6	-1.5	0.7
SR-BI DiI-HDL act	10	11	-47	-1
MITF TRPM1 HTS	17	-8	nt	-8
